# From PubChem BioAssay
# M1 PAM: positive allosteric modulators of human M1 muscarinic receptor. CHO-K1 hM1, Fluo-8 calcium fluorescence, ACh EC20; 0% = ACh EC20, 100% = maximal ACh. actives 0.088% (n = 360,000). AID 588819. activation, % at 3 µM. P11229; in the data active means activation above about 19%, passing the limit was not always enough
# Target sequence (P11229 whole entry, looked up): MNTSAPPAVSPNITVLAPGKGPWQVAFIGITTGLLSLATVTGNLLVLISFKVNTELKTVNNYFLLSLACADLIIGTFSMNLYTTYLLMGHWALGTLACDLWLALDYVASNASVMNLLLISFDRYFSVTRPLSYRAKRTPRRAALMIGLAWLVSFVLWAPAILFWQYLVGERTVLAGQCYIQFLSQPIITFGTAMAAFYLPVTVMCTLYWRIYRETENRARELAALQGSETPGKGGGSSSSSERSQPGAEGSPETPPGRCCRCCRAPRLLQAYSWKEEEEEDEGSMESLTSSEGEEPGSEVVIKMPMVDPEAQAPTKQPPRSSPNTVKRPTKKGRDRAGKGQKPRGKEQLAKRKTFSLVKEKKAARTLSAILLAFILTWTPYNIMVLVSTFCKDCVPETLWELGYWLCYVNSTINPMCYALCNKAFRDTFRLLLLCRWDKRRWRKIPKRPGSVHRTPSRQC
# M4 ag: agonists of human muscarinic M4 receptor (CHRM4) | actives 0.14% (n = 360,000) | P08173 | activation, % at 3 µM | CHO-K1 hM4/Gqi5, Fluo-8 calcium fluorescence; vehicle 0%, full acetylcholine response 100% | AID 624127;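 active means activation above the run mean over all test wells plus 3 SD, cut at about 32% in these data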;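 further: peak over basal fluorescence ratio per well then scaled between controls; 0% = DMSO wells and 100% = acetylcholine at EC100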
# Target sequence (P08173 whole entry, looked up): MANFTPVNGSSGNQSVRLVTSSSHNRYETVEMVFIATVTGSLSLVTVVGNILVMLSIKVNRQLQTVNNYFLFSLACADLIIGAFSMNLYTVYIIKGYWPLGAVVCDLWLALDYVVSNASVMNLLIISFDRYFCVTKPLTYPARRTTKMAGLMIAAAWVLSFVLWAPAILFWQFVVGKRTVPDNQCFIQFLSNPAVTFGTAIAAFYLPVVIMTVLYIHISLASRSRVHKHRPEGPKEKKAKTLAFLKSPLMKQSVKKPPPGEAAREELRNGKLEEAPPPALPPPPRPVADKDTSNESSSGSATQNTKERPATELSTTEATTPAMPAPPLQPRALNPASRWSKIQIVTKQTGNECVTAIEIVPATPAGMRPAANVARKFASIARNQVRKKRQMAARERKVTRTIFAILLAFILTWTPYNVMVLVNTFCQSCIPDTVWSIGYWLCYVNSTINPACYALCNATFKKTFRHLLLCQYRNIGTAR
# OXTR potentiate: human OXTR potentiation; P30559; CHO-OTR cells, Fluo-8 calcium fluorescence, potentiator mode; 0% = oxytocin EC15, 100% = EC100; activation, % at 3 µM; actives 0.061% (n = 320,000); AID 2445;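 active means activation above that plate's cutoff, the mean activation of tested compounds plus 3 SD, cut at about 6.6% in these data, passing the limit was not always enough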;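 further: 100% uses oxytocin at 75 nM as the full agonist control; some results filed as inactive read as strong as hits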
#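 Assay system: CHO cell line stably expressing human OTR. Reagent: EC15 oxytocin agonist. Dosing: single dose, 3.0 µM nominal final compound concentration. Timing: compound 6 min at room temperature before oxytocin, 100 s read. Signal: kinetic Fluo-8 calcium fluorescence. Controls: oxytocin EC15 low and EC100 high.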
# M1 ag: activates human CHRM1 receptor. CHO-K1 hM1, Fluo-8 calcium fluorescence, agonist mode; 0% DMSO, 100% acetylcholine EC100. activation, % at 3 µM. actives 0.33% (n = 360,000). AID 588814;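 active means activation above the run's mean compound activation plus 3 SD, cut at about 16% in these data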;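 further: peak over basal fluorescence ratio within a 140 s kinetic read after compound addition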
# CHO parental Ca: signal in parental CHO cells, OX1R antagonist counter-screen; AID 463079; inhibition, % at 5.6 µM; parental CHO-K1, ATP-induced calcium, Fluo-8 fluorescence; actives 0.63% (n = 330,000);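 active means inhibition above that plate's mean sample inhibition plus 3 SD, cut at about 26% in these data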;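 further: 0% = ATP-challenged DMSO wells and 100% = DMSO wells without ATP; some compounds past the cut are filed as inactive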
#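 Assay system: parental CHO cells; Read-out basis: percent inhibition of ATP-evoked calcium rise, normalized to controls; Benchmarks: ATP and no-ATP DMSO wells; Compound dosing: single nominal dose of 5.6 µM per compound; Signal: Fluo-8 calcium dye fluorescence; Also added: ATP as calcium-mobilizing challenge; Repeats: singlicate.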
# M1 antag: antagonists of human M1 muscarinic receptor; P11229; AID 588852; actives 1.3% (n = 360,000); inhibition, % at 3 µM; CHO-K1 hM1, Fluo-8 calcium fluorescence, ACh EC80 antagonist;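 active means percent inhibition above its own plate's cutoff, namely the mean of that plate's compound wells plus 3 SD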;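 further: peak over basal fluorescence ratio during 140 s after agonist addition; 0% = ACh EC80 plus DMSO and 100% = DMSO alone without agonist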
# CHO-K1 Ca antag: M1 antagonist counterscreen hit in parental CHO-K1 cells | ATP-induced calcium, Fluo-8 fluorescence | inhibition, % at 3 µM | actives 0.6% (n = 360,000) | AID 602250;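 active means inhibition above a per-plate cutoff, the plate's mean sample inhibition plus 3 SD, cut at about 24% in these data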;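 further: 0% = DMSO plus EC80 ATP and 100% = DMSO alone without ATP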
# M1 ag parental: M1 agonist counterscreen hit in parental CHO-K1 cells. Fluo-8 calcium fluorescence; scaled to maximal ATP response, vehicle zero. activation, % at 3 µM. actives 0.48% (n = 360,000); in the data active means activation above about 15%;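 further: untransfected CHO-K1 host cells lacking M1 receptor as counterscreen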
# CHRM4 antagonist: antagonists of human muscarinic M4 receptor (CHRM4); P08173; CHO-hM4 cells, ACh EC80, Fluo-8 calcium fluorescence; inhibition, % at 3 µM; actives 0.73% (n = 360,000);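 active means inhibition above its plate's cutoff, the mean inhibition of sample wells plus 3 SD, cut at about 27% in these data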;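 further: 0% = acetylcholine EC80 with DMSO and 100% = DMSO without agonist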
# Starred values were filed as active, the others as inactive; · = no result given.
molecule,M1 PAM,M4 ag,OXTR potentiate,M1 ag,CHO parental Ca,M1 antag,CHO-K1 Ca antag,M1 ag parental,CHRM4 antagonist
O=C(NC1CC1)C1CCN(S(=O)(=O)c2ccc(Cl)c([N+](=O)[O-])c2)CC1,2,2,-5,-8,-18,-1,-11,0.0,-6
CC(C)(C)n1nnnc1CN(Cc1cccnc1)Cc1ccccc1Cl,4,1,-3,-4,-22,-19,16,0.2,5
CC(=O)CCc1ccc(OCCCCn2cncn2)cc1,14,1,-9,-5,-6,-11,-3,0.4,0
CC1(C)CC(=O)C=C(NCc2cccs2)C1,-4,0,-6,-1,6,11,-3,2.0,-5
CCOc1ccc(NC(=O)NC(=O)N(C)S(=O)(=O)c2ccc(C)cc2)cc1,5,1,8,-3,-5,1,-4,0.3,0
Cc1cc(C)cc(OCC(=O)OCC(=O)Nc2c(C)n(C)n(-c3ccccc3)c2=O)c1,9,0,0,-5,8,-9,-15,-0.4,2
CCOc1ccc(OCC)c(NC(=O)CN2CCN(CC(=O)NC(C)C)CC2)c1,-1,6,-13,7,2,-4,7,1.1,6
N#Cc1c(-c2ccccc2Cl)cc(-c2ccccc2)nc1Br,3,3,-7,-5,-30,-8,-8,1.9,-9
O=S(=O)(c1ccc(Br)cc1)N1CCN=C1SCc1cccnc1,0,2,-8,-9,-14,-8,-9,1.2,-7
CCOc1ccc(N2C(N)=NC(N)=NC2(C)C)cc1,-4,1,-13,-9,8,-11,-10,0.4,-3
N#Cc1cc(C(=O)c2cc(Br)ccc2O)cn(C2CCCCC2)c1=O,0,1,-6,-5,-10,-1,8,0.1,-19
CCOC(=O)c1ccc2c(c1)nc(SCC(=O)c1cc3ccccc3o1)n2CC,-2,2,-11,-4,-1,9,-1,0.4,1
NCCN1CCN(CC(=O)N2c3ccccc3C(=O)Nc3cccnc32)CC1,-3,-1,0,-10,-3,-5,-11,0.7,2
O=S(=O)(c1ccc(F)cc1)N1CCC2(CC1)OCCO2,11,0,-7,-10,-7,-3,-3,0.3,-5
COc1ccc(NC2CCCN(C(=O)CN3C(=O)c4ccccc4C3=O)C2)cc1OC (stereo unspecified),0,4,-9,0,-13,9,3,2.2,1
COc1ccccc1N1CCN(C(=O)c2cc(S(=O)(=O)N3CCOCC3)ccc2C)CC1,4,6,·,-3,·,-6,-9,3.2,-13
CN1CCNC(=O)C1CC(=O)NCC1(c2ccccc2)CCCCC1 (stereo unspecified),14,1,-10,0,-7,-5,14,-0.5,-1
O=C(NNC(=O)c1ccccc1F)c1ccc(NS(=O)(=O)c2ccc(F)cc2)cc1,4,0,·,-3,·,-5,-17,1.0,2
CCN(C(=O)c1coc(=O)c2ccccc12)c1cc(OC)ccc1OC,-1,1,-2,-7,-6,10,-5,0.7,-5
CCCN(C(=O)c1ccc(N(C)S(=O)(=O)c2ccc(C)cc2)cc1)C1CCS(=O)(=O)C1 (stereo unspecified),2,4,-12,0,-6,-4,-12,1.3,0
Cc1ccc(Nc2n[nH]c(=S)s2)c(C)c1,-4,-1,·,-3,·,5,14,-0.7,12
CCn1nnc2cc(C(=O)NCC(c3ccccc3OC)N(C)C)ccc21 (stereo unspecified),1,1,-3,-11,-4,-5,-21,0.2,-6
COc1ccc(C(=O)NCC(C)NC(=O)c2ccc(OC)c(Br)c2)cc1Br (stereo unspecified),-7,0,-6,-4,-23,23,18,0.0,5
COc1ccc(CN(C)CCCn2ccc(N)nc2=O)cc1OC,-2,0,·,-5,·,0,-4,0.0,10
CN(Cc1ccco1)C(=O)CSc1nn2c(=O)c(C(C)(C)C)nnc2s1,8,1,-3,-5,-20,-10,-13,0.0,-10
Cc1cccc2nc(CSc3ccc(Cl)cc3)cn12,-3,-1,-18,-7,-12,1,-13,0.8,5
CCN(CC)c1ccc(NC(=O)COC(=O)C23CCC(=O)N2c2ccccc2S3)cc1 (stereo unspecified),2,1,-12,-4,-4,-3,-7,-0.1,-9
COc1ccc(NC(=O)C2CCCN(c3c4c(nc5ncnn35)CCC4)C2)cc1OC (stereo unspecified),10,-2,-4,-8,-16,-7,-32,-0.5,-3
CCOC(=O)N1CCC(Nc2c(-c3ccccc3)c(=O)c2=O)CC1,-2,1,-5,-5,-13,1,9,1.2,1
CN(C)c1ccc(N=Nc2ccc(S(N)(=O)=O)cc2)cc1,6,0,-8,-3,3,-8,-16,0.6,2

# One compound at a time (already shown). Order of values: M1 PAM | M4 ag | OXTR potentiate | M1 ag | CHO parental Ca | M1 antag | CHO-K1 Ca antag | M1 ag parental | CHRM4 antagonist
# CCn1nnc2cc(C(=O)NCC(c3ccccc3OC)N(C)C)ccc21 (stereo unspecified) reads 1 | 1 | -3 | -11 | -4 | -5 | -21 | 0.2 | -6
# COc1ccccc1N1CCN(C(=O)c2cc(S(=O)(=O)N3CCOCC3)ccc2C)CC1 reads 4 | 6 | · | -3 | · | -6 | -9 | 3.2 | -13

# Further compounds:
molecule,M1 PAM,M4 ag,OXTR potentiate,M1 ag,CHO parental Ca,M1 antag,CHO-K1 Ca antag,M1 ag parental,CHRM4 antagonist
Cn1c(C(=O)N2CCCC(C(=O)O)C2)cc2sccc21 (stereo unspecified),11,0,-6,-2,6,-8,-6,0.0,-2
CCOc1ccc(/C=C/C(=O)c2ccc(-c3ccccc3)cc2)cc1,6,0,-2,3,-16,-7,8,-0.9,-6
COc1ccc(-c2nc(C3CCCCC3)no2)cc1OC,2,1,4,-5,-2,-5,-16,0.0,2
COc1ccc(CCC(=O)OCC(=O)Nc2sccc2C#N)cc1,3,11,-8,5,-6,-7,-4,1.3,-11
CC(=O)N1C=CN(C(C)=O)C(c2cn(C)c3ccccc23)C1c1cn(C)c2ccccc12 (stereo unspecified),4,6,-19,0,-10,-14,-12,3.4,-4
COc1cc(/C=C/c2nc3ccccc3c(=O)[nH]2)cc(OC)c1OC,2,1,-5,-2,-15,-12,-16,0.9,-9
Cc1onc(-c2ccccc2Cl)c1C(=O)OCC(=O)N1CCCCC1,-4,1,-3,-8,-18,6,0,-0.1,-1
N#C/C(=C\c1ccc(-c2ccccc2C(=O)O)o1)c1nc2ccccc2[nH]1,11,2,-3,4,9,-2,-7,-0.4,7
CC(C)(C)c1nnc(NC(=O)C2CCN(C(=O)c3ccco3)CC2)s1,1,2,-10,-1,-8,-2,-8,1.1,-19
CCN=c1scc(C)n1/N=C/c1cc(Br)c(O)c(OC)c1,5,2,-12,-6,-14,-3,-14,1.1,-1
CN(C(=O)c1cc(COc2ccc(F)c(F)c2)on1)C1CCOC1 (stereo unspecified),4,5,-9,1,3,5,-7,3.1,0
C/C(=N\NC(=O)CNc1cccc(C)c1)c1ccc(Br)s1,0,2,-5,-1,-20,8,-8,0.6,1
O=C(CNC(=O)c1ccncc1)N/N=C/c1ccc(O)cc1O,3,1,3,5,-2,-7,-11,0.8,6
CCN(CC)CC(O)Cn1c(-c2cccc(Cl)c2)nc2cc(C)c(C)cc21 (stereo unspecified),6,2,0,-5,-12,-5,-4,0.3,-6
O=[N+]([O-])c1cc(Br)ccc1NS(=O)(=O)c1ccccc1,-8,7,·,-1,·,-1,10,8.2,-1
COCCNC(=S)NNC(=O)c1cccs1,9,2,5,0,-3,-9,-10,1.6,6
O=C1NC[C@H](CCCCN2CCN(CC3CCCCC3)C(=O)C2=O)N(CCc2ccccc2)C1=O,·,0,·,·,·,·,-4,0.1,9
O=C(NC(=S)N1CCCCC1c1cccnc1)c1ccccc1 (stereo unspecified),14,0,-2,3,-14,-7,4,0.0,-9
CCc1nc2c(OCC=C(C)C)cccn2c1N(C)C(=O)c1ccc(OC)cc1,-2,0,·,-6,·,-4,-10,0.8,3
COc1cccc(/C(C)=N/NC(=O)c2ccc(N(C)C)cc2)c1,11,1,4,-4,-10,-19,-19,0.7,7
CCOc1ccc(NC(=O)CSc2nnnn2-c2ccc(C(N)=O)cc2)cc1,8,1,5,-5,-7,-11,-12,2.9,3
CC(=O)NCCCOc1ccc([N+](=O)[O-])cc1Cl,3,2,-15,-3,3,-3,-3,0.4,-9
CCCCN(C)S(=O)(=O)c1cc2c3c(c1)CCC(=O)N3CCC2,-5,3,-12,-1,-6,7,-15,2.7,6
O=C(NC(=S)N1CCCCC1)c1cccs1,-4,1,-7,-3,-13,12,5,0.1,17
CN(C(=O)c1cccc(NC(=O)Cc2cccc(NC(=O)C3CCN(S(=O)(=O)c4cccc([N+](=O)[O-])c4)CC3)c2)c1)C1CC1,-9,4,·,-6,·,19,3,-0.7,-11
Cc1[nH]nc2c1C(c1ccsc1)C1=C(CC(C)(C)CC1=O)N2 (stereo unspecified),6,1,-6,0,-18,-2,10,-0.7,-6
COc1cc(Br)cc(CN2CCN(C=O)CC2)c1O,5,0,-4,-11,3,-3,-17,0.7,5
O=C(Nc1ccc(C(=O)N2CCOCC2)cc1)Nc1cccc(C(F)(F)F)c1,3,7,-8,0,-7,5,-5,4.8,-8
COc1ccccc1CCNC(=O)c1nccnc1C(=O)O,3,1,-17,-5,0,-1,-10,0.9,-7
COc1ccc2c(C)cc3nncn3c2c1,16,2,-17,-2,-6,-15,-9,-0.3,-7
CC(/C=N\NC(=O)CN1CCN(S(=O)(=O)c2ccc(C)cc2)CC1)=C\c1ccccc1,4,2,-6,-6,-12,-5,6,1.3,4
CCCCN(C)c1c(C)nc2ccc(C(=O)NCc3ccc4c(c3)OCO4)cn12,-6,8,·,-5,·,-2,0,3.5,0
COc1ccc(OC)c(NC(=O)Cn2cc(C#N)c3cc(Br)ccc32)c1,2,3,-9,-4,-3,1,-14,2.3,-6
CCC1(CC)Cc2ccccc2C(=C(C#N)C#N)N1,9,-1,-10,-3,-14,-11,-10,0.0,-3
COc1ccc(CNc2ccc(S(=O)(=O)N3CCN(C)CC3)cn2)cc1OC,3,1,-14,-3,8,-3,-8,0.8,-10
O=C(O)C1CCN(c2nc(-c3ccccc3)c3cc(Br)ccc3n2)CC1,-5,2,-13,-6,-13,7,-9,4.1,7
COc1ccc(NC(=O)CN2CCC(NC(=O)c3ccco3)CC2)c([N+](=O)[O-])c1,-4,1,0,-1,0,2,-6,1.1,5
COc1ccc(N2CCN(C(=O)CN3C(=O)NC4(CCCc5ccccc54)C3=O)CC2)cc1 (stereo unspecified),11,3,-5,-1,-8,-14,-14,2.2,-6
COCCN(C(=O)COc1ccccc1)c1nnc(-c2cccnc2)s1,7,1,0,-4,9,-6,-2,0.2,2
Cc1nc(NCCC(C)C)c2nnn(Cc3ccccc3)c2n1,3,0,-12,0,-10,-7,1,-0.1,-2
CCCCN(C)C(=O)c1nc2ccccn2c1CNC1CCC1,-2,1,-12,-13,-32,1,1,-0.3,-1
O=C(CSc1nn(-c2ccc(F)cc2)c(=S)s1)NCC1CCCO1 (stereo unspecified),2,-1,-9,-5,-17,3,-15,1.6,2
CC(C)NCC(O)COCc1ccc(Cl)cc1 (stereo unspecified),5,3,5,-8,-2,-2,-7,0.0,-6
